# V-ATPase pHluor: yeast V-ATPase proton transport regulation by pHLuorin | S. cerevisiae, pHLuorin cytosolic pH fluorescence | response, % at 10 µM | 350,000 tested, 0.37% active | AID 504577; in the data active = response mostly above about 7.3%, no sharp cut-off; inactive = mostly below about 5.4%; note: actives read high; inactives centre near 0; some compounds called inactive have numbers as strong as hits; reference of the scale not given here
# PKA-R1A act: PKA-R1A complex activation. P00514+P68181. PKA-R1A dissociation, Cy5-IP20 fluorescence polarization; scaled: DMSO 0%, 113 µM cGMP 100%. activation, % at 11.4 µM. 340,000 tested, 0.083% active. AID 504707;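 active = percent activation above the mean of all tested compounds plus 3 SD, cut at about 19% in these data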;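 note: higher means more PKAc released from R1A so a rise in polarization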
# DSG3 Ab inh: inhibitors of pemphigus antibody binding to human desmoglein-3; binding (percent of control), % at 10 µM; 310,000 tested, 0.48% active; P32926; DSG3-coupled beads, scFv-anti-DSG3-GFP binding, flow cytometry; active compounds read low;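 active = binding more than 3 SD below its plate's average and above zero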;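 note: hits lower antibody fragment binding to DSG3; some compounds called inactive have numbers as strong as hits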
# PKA-R2B act: activates the human PKA-R2B holoenzyme complex. PKA-R2B holoenzyme dissociation, Cy5-IP20 fluorescence polarization; R2B truncated from residue 108, S112A mutant; 0% DMSO only, 100% 113 µM cGMP. activation, % at 11.4 µM. 340,000 tested, 0.079% active;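 active = activation above a cutoff set at the mean over all compounds plus 3 SD, cut at about 18% in these data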;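 note: higher means more holoenzyme dissociation and a rise in polarization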
# Target sequence (P31323 whole entry, looked up, other chains not shown, the tested form may be a part): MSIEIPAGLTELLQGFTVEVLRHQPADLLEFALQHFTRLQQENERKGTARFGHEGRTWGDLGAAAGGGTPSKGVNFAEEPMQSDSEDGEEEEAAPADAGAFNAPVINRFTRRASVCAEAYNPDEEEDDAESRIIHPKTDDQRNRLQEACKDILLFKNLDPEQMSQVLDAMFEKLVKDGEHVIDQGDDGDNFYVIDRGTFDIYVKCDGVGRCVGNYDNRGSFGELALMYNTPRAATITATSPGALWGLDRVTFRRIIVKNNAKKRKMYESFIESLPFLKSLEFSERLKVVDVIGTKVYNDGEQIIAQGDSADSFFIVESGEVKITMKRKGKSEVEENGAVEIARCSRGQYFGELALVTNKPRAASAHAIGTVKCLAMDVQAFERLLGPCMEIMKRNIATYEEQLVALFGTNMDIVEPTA
# DAGLB inh: diacylglycerol lipase beta (human) inhibition. AID 504411. inhibition, % at 5.17 µM. Q8NCG7. HEK293T DAGLB membrane lysate, EnzChek fluorogenic substrate. 340,000 tested, 0.059% active; in the data active = inhibition above about 34%;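 note: 0% = enzyme with vehicle and 100% = wells lacking enzyme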
# OPRM1-OPRD1 inv: inverse agonists of human mu-delta opioid receptor heterodimerization. inhibition, % at 9.3 µM. P35372+P41143. 340,000 tested, 0.21% active. cell-based MOR-DOR heterodimer luminescence, inverse agonism; in the data active = inhibition above about 22%, passing the limit was not always enough;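 note: 0% = cells with DMSO and 100% = wells without cells with DMSO; values of inactives mirror those of a sister screen read the other way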
# HTR5A ag: activates human HTR5A in OPRM1-OPRD1 agonist counter-screen. HTR5A agonist assay, luminescence, cell-based. activation, % at 9.3 µM. 340,000 tested, 0.61% active. P47898; in the data active = activation mostly above about 9.5%, no sharp cut-off; inactive = mostly below about 7.6%;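 note: 0% = cells with vehicle only and 100% = reference agonist; strong numbers were not always called active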
# Target sequence (P47898 whole entry, looked up): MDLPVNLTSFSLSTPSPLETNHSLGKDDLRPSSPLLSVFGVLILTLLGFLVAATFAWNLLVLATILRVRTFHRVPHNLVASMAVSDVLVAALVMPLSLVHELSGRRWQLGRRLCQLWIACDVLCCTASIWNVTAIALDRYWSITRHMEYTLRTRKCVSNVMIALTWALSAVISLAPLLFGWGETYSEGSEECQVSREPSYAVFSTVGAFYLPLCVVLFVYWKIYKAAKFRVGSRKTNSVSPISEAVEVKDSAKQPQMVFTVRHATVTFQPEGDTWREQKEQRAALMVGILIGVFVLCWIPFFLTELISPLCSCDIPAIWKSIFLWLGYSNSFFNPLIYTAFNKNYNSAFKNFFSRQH
# OPRM1-OPRD1 ag: OPRM1-OPRD1 heterodimerization agonism; activation, % at 9.3 µM; 340,000 tested, 0.3% active; P35372+P41143; cells, luminescence; in the data active = activation above about 18%;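 note: 0% = vehicle-treated cells and 100% = reference agonist; values of inactives mirror those of a sister screen read the other way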
# HTR5A inv ctr: HTR5A inverse agonism, opioid heterodimer counter-screen; P47898; HTR5A cell line, luminescence; inhibition, % at 9.3 µM; 340,000 tested, 0.083% active; AID 504634; in the data active = inhibition mostly above about 23%, no sharp cut-off; inactive = mostly below about 18%;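 note: 0% = cells with DMSO and 100% = no-cell wells with DMSO; some compounds called inactive have numbers as strong as hits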
# Arrestin-AP2 inh: blocks beta-arrestin peptide binding to AP2 adaptin | 340,000 tested, 0.31% active | FITC-arrestin peptide / GST-AP2 beads, flow cytometry; AP2 beta2 appendage carries R879A mutation | inhibition, % at 10 µM | AID 504490;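 active = inhibition above a set limit, near 3 SD of compounds lacking own fluorescence, cut at about 54% in these data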;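 note: plate controls were DMSO wells for no effect and 5 µM unlabelled arrestin peptide for full effect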
#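 Material – GST-tagged AP2 beta2-adaptin appendage (R879A) on 4 µm glutathione beads · Probe or stimulus – fluorescein-tagged arrestin peptide at 50 nM final · Timing – 12 min plus 1 h, RT · Detection – bead flow cytometry, FITC channel · Read-out basis – inhibition as reduced fluorescein signal on beads, percent · Medium – PBS plus Tween 20 (0.05%) and BSA (0.1%)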
# Numbers without * were called inactive; . = not tested or not shown.
SMILES,V-ATPase pHluor,PKA-R1A act,DSG3 Ab inh,PKA-R2B act,DAGLB inh,OPRM1-OPRD1 inv,HTR5A ag,OPRM1-OPRD1 ag,HTR5A inv ctr,Arrestin-AP2 inh
COc1ccc(-c2oc3ccc(-c4ccc5c(c4)OCO5)cc3c2C#CC2(O)CCCCC2)cc1,-2,-3,92,-2,-9,-10,12,2.3,-48,-7
Cc1ccc2nc(NCc3ccccc3)[nH]c2c1,1,-12,106,0,-6,8,1,-1.5,-12,-10
C[C@H](CO)N1C[C@H](C)[C@@H](CN(C)S(=O)(=O)c2ccc3c(c2)OCCCO3)OCc2cn(nn2)CCCC1=O,-1,-5,104,2,-2,.,.,.,.,.
CCc1c(C(=O)Nc2ccc(OC)c(Cl)c2)[nH]c(C)c1C(C)=O,0,6,96,3,-1,0,-2,0.1,8,1
Cc1cccc(Nc2ncccc2C(=O)NCc2cccs2)c1C,3,4,.,0,-1,-5,-3,0.9,-6,8
Cc1nc(C)c(CC(=O)N2CCc3c([nH]c4ccccc34)C2c2ccccn2)s1 (stereo not drawn),.,-9,99,-13,-2,-10,6,1.5,-6,8
COc1ccc(CCNC(=O)c2cc3cc(F)ccc3nc2C)cc1OC,-1,7,110,2,-1,3,0,-0.6,1,-16
C=CCOc1c(CNC2CCCC2)cc(Cl)cc1OC,8,1,111,-17,2,-8,6,1.6,-17,-1
C[C@H](CO)N1C[C@H](C)[C@@H](CN(C)S(=O)(=O)c2ccccc2)Oc2ccc(NS(=O)(=O)c3ccc(F)cc3)cc2C1=O,1,1,99,0,-6,6,-7,-1.1,18,2
Cc1ccc(Nc2nnc(SCC(=O)Nc3ncc(C(F)(F)F)cc3Cl)s2)cc1,0,-9,101,-2,-1,1,3,-0.1,-9,0
Cc1sc2nc(CN3CCCC3)nc(N3CCN(S(=O)(=O)c4cccc(F)c4)CC3)c2c1C,-6,0,93,2,3,10,-4,-2.3,10,-2
Cc1cc(NC(=O)CSc2nnnn2Cc2ccccc2)no1,1,-3,109,5,-2,2,0,-0.3,0,14
O=S(=O)(Nc1cccc2ccccc12)c1ccccc1,-1,-2,101,2,0,-17,9,3.1,-28,15
Cc1ccc(NS(=O)(=O)c2cc(-c3cc(C)no3)ccc2C(C)C)nc1,3,1,101,-8,0,17,6,-3.3,-10,-8
CCCCOc1ccc(Cc2n[nH]c(=S)n2N)cc1,5,-10,94,-5,-3,-14,2,2.6,-5,8
COC(=O)c1cc(NC2c3ncccc3C(=O)N2Cc2ccccc2)cc(C(=O)OC)c1 (stereo not drawn),8,3,99,-4,-2,0,-1,0.1,-26,35
CC(C)n1c(SCC(=O)Nc2ccc(F)cc2)nnc1C1CC1,3,-12,108,-9,-2,13,2,-3.1,-5,-3
CCc1cccc(NS(=O)(=O)c2ccc3c(c2)CCC(=O)N3)c1,3,-5,107,-10,1,7,4,-1.4,-9,-16
COC(=O)c1c(NC(C)=O)sc(C)c1C,0,2,102,4,-3,18,2,-3.4,16,-2
CCC(=O)N1N=C(c2ccc(C)o2)CC1c1ccc(Br)cc1 (stereo not drawn),1,-5,101,-16,-5,-24,0,5.3,5,-6
N#Cc1ccc(NC(=O)c2cccs2)nc1,1,-3,102,0,-3,5,0,-1.2,0,12
O=C(/C=C/Nc1cccc(F)c1)c1ccco1,-5,-2,103,2,3,1,-1,-0.1,-27,13
COc1ccccc1N(CC(=O)NC1CCCC1)C(=O)CCCC(=O)Nc1ccccn1,6,1,123,2,-3,-11,10,1.3,-27,5
Cc1ccc(-c2cccc(-c3cc(=O)oc4ccc(C(C)(C)C)cc34)c2)cc1,4,-9,104,-4,-6,13,4,-2.5,-13,6
CCOC(=O)c1[nH]c(C)c(C(=O)C(C)C)c1C,6,-13,104,-5,3,5,5,-0.9,5,13

# Carrying on:
SMILES,V-ATPase pHluor,PKA-R1A act,DSG3 Ab inh,PKA-R2B act,DAGLB inh,OPRM1-OPRD1 inv,HTR5A ag,OPRM1-OPRD1 ag,HTR5A inv ctr,Arrestin-AP2 inh
O=C(COc1ccccc1[N+](=O)[O-])Nc1cccc(C(=O)Nc2ccccc2C(=O)O)c1,0,3,108,-1,6,11,2,-2.8,-5,-14
CCC(c1nnc(SCC(=O)Nc2ccc(NC(C)=O)cc2)n1Cc1ccccc1)N(C)C (stereo not drawn),-2,10,102,8,-1,11,8,-2.2,5,-8
CC1CN(C(=S)NC(=O)c2ccco2)CC(C)O1 (stereo not drawn),6,-10,104,6,-1,10,-3,-1.7,7,-11
CC1CN(C(=O)COC(=O)/C=C/c2ccccc2)CC(C)O1 (stereo not drawn),-2,-11,101,-6,0,.,.,.,.,.
CCN(CC)CCCNC(=O)C1CCCN(c2nnc(N3CCCC3=O)s2)C1 (stereo not drawn),-3,-2,116,-9,0,16,4,-3.1,5,3
O=C(O)c1ccc(/C=N/Nc2nc3ccccc3[nH]2)cc1,-3,6,102,5,2,15,8,-3.0,14,-4
CC(=O)c1ccc(N2CCN(C(=O)c3cc(-c4ccncc4)nc4ccc(Cl)cc34)CC2)cc1,6,-23,.,-7,-5,0,8,0.1,-17,7
Brc1ccc2nc(CSc3ncn[nH]3)cn2c1,2,-2,94,1,1,13,0,-2.3,-12,18
Cc1[nH]n(-c2ccccc2)c(=O)c1-c1ccccc1,3,-6,99,2,1,18,-4,-3.6,9,0
N#CCCC12CCCCC1=Nc1ccccc12 (stereo not drawn),0,-6,.,8,4,0,3,0.0,-35,25
O=C(c1cccnc1)N1CCc2ccccc2C1,-4,-13,101,-1,1,7,-5,-1.2,28,7
Cc1ccc2cc(NC(=O)c3ccccc3C)ccc2n1,4,-9,101,-2,-3,13,2,-2.9,-6,-5
O=C1CC(SCCc2nc3ccccc3[nH]2)C(=O)N1c1ccc(F)cc1 (stereo not drawn),5,-9,95,8,-2,10,7,-1.9,-6,23
COc1cccc(/C=N/Nc2nc(N3CCCC3)nc(N3CCCC3)n2)c1O,4,-2,86,7,-6,-19,2,3.5,-18,-4
Cc1noc(C)c1S(=O)(=O)Nc1ccc2c(c1)C(=O)N([C@H](C)CO)C[C@H](C)[C@@H](CN(C)S(=O)(=O)c1ccc(F)cc1)O2,0,-8,104,-1,6,18,4,-3.1,2,-2
O=C(Cc1ccc(NC(=O)C2CCCN(C(=O)C3CC3)C2)cc1)Nc1ccc(C(=O)N2CCOCC2)cc1 (stereo not drawn),1,0,94,3,0,7,-3,-1.4,9,-9
COc1cccc(-c2nc(CS(=O)(=O)CC(=O)NC3CCCCCC3)c(C)o2)c1,-1,5,103,7,-3,-9,2,1.8,-10,-4
FC(F)(F)c1ccc(-n2cn[nH]c2=S)cc1,3,-1,107,-2,-2,4,-6,-0.7,16,-4
O=C(NCCO)/C(=C/c1ccco1)NC(=O)c1ccco1,-5,-1,.,6,-2,11,2,-2.1,14,4
CCN(c1ccccc1)c1ncnc2c1cnn2-c1ccccc1,0,-5,101,2,-9,-88,-4,15,13,3
CCc1nc2n(n1)C(O)c1cc([N+](=O)[O-])ccc1S2 (stereo not drawn),-1,-7,99,6,-1,11,-1,-2.2,-8,2
Cn1c(CSCc2ccccc2)nnc1SCC(=O)Nc1ccc(C(=O)O)cc1,5,-3,103,-5,0,11,0,-2.2,7,13
Cc1ccc(Cn2nc(C)c3cc(C(=O)OCC(N)=O)sc32)cc1,2,-5,.,-5,1,10,16,-1.8,-43,-2
CC(C)Nc1nc(NC(C)C)nc(N(C#N)CCOc2ccc(Cl)cc2Cl)n1,-3,-3,103,-24,-10,-27,5,4.5,2,19
COc1ccc(OC)c(S(=O)(=O)N2C(C)CCCC2C)c1 (stereo not drawn),-4,6,98,-8,-1,15,-2,-2.8,-15,27

# 4 records picked at random from those above, as already listed:
SMILES,V-ATPase pHluor,PKA-R1A act,DSG3 Ab inh,PKA-R2B act,DAGLB inh,OPRM1-OPRD1 inv,HTR5A ag,OPRM1-OPRD1 ag,HTR5A inv ctr,Arrestin-AP2 inh
O=C(O)c1ccc(/C=N/Nc2nc3ccccc3[nH]2)cc1,-3,6,102,5,2,15,8,-3.0,14,-4
Cn1c(CSCc2ccccc2)nnc1SCC(=O)Nc1ccc(C(=O)O)cc1,5,-3,103,-5,0,11,0,-2.2,7,13
Cc1[nH]n(-c2ccccc2)c(=O)c1-c1ccccc1,3,-6,99,2,1,18,-4,-3.6,9,0
Cc1ccc(Cn2nc(C)c3cc(C(=O)OCC(N)=O)sc32)cc1,2,-5,.,-5,1,10,16,-1.8,-43,-2

# Continued.
SMILES,V-ATPase pHluor,PKA-R1A act,DSG3 Ab inh,PKA-R2B act,DAGLB inh,OPRM1-OPRD1 inv,HTR5A ag,OPRM1-OPRD1 ag,HTR5A inv ctr,Arrestin-AP2 inh
COc1cc(Cl)c(S(=O)(=O)NCCCN2CCOCC2)cc1Cl,1,-2,103,-4,-1,-11,2,2.0,-5,1
O=C(CN1C(=O)c2ccccc2C1=O)NCC(=O)OCC(=O)c1cccc([N+](=O)[O-])c1,0,1,98,-9,-1,73*,-1,-15,1,-14
Cc1ccc(S(=O)(=O)N2[C@@H](c3ccc(C(C)(C)C)cc3)C(C(=O)O)=CC[C@H]2c2ccc3c(c2)OCO3)cc1,-2,1,104,1,18,1,0,-0.2,2,6
Cc1ccc(NC(=O)C2CCN(C(=O)[C@@H]3Cc4ccccc4CN3)CC2)cc1,-4,1,103,5,2,14,1,-2.7,-24,16
O=C(Nc1cccc(-c2nnc(-c3ccccc3)o2)c1)c1ccco1,0,-4,98,-8,-1,1,-2,-0.2,15,2
CC1(C)CC(=O)C=C(c2ccc(I)cc2)C1,-1,3,105,-4,-9,-7,2,1.6,18,5
O=C(Nc1ccc(-c2nc3ncccc3o2)cc1)c1ccc(Br)o1,0,-4,109,-5,5,-29,5,4.9,9,3
Cc1ccc(-n2nc3c(=O)n(CCCC(=O)NC4CCC(C)CC4)nc(C)c3c2C)cc1 (stereo not drawn),2,9,.,2,2,1,2,-0.2,-1,51
CCc1csc(CCNC(=O)C2CCC(=O)N(CCOC)C2)n1 (stereo not drawn),-2,-6,98,9,-1,11,0,-2.2,15,3
CCOC(=O)C1CCCN(CC(=O)Nc2c(C(=O)OC)[nH]c3ccc(C)cc23)C1 (stereo not drawn),-5,-4,108,-8,-1,7,5,-1.2,-2,17
NS(=O)(=O)c1ccc(CCNC(=O)CN2CCN(Cc3cccc4ccccc34)CC2)cc1,1,-7,113,2,-3,-10,-1,1.3,4,4
COc1ccc(N2C(=O)c3ccccc3NC2c2cccnc2)cc1 (stereo not drawn),2,-10,96,0,-1,6,-3,-1.2,7,10
COc1ccc(C(=O)N[C@H](C(=O)Nc2cccc(S(=O)(=O)N3CCOCC3)c2)C(C)C)cc1,4,-4,105,5,-2,.,.,.,.,.
Cc1ccc(S(=O)(=O)c2nc(C)oc2N2CCOCC2)cc1,-4,0,99,1,1,13,3,-2.6,-4,3
O=C(c1cc(-c2ccco2)nc2ccccc12)N1CCN(c2ccc(F)cc2)CC1,-1,-10,110,1,-2,9,-1,-1.7,9,4
Cc1ccc(C(=O)NCC(=O)OCC(=O)c2cc(C)n(Cc3ccco3)c2C)cc1,-7,3,113,-1,-6,7,-3,-1.4,9,27
CC1CCN(C(=O)Cn2cc(C(=O)C3CC3)c3ccccc32)CC1,0,-3,94,7,-4,9,9,-1.9,-22,14

# From PubChem
